# Compound activity deposited in PubChem BioAssay by NCI.
# sgs1 mgt1 = NCI yeast anticancer drug screen, S. cerevisiae sgs1 mgt1 strain; actives 10% (n = 78,000); % growth inhibition at 50 µM;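 note: 0% = growth of vehicle-only cultures of the same strain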
#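 This yeast growth screen uses a strain with defined DNA-repair lesions; compound-treated growth is compared with vehicle-treated growth.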
# rad50 = NCI yeast anticancer drug screen, S. cerevisiae rad50 strain; % growth inhibition at 50 µM; actives 10% (n = 79,000); AID 155;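 note: 0% = growth of vehicle-only cultures of the same strain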
#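 Readout: growth inhibition relative to vehicle-treated cultures. Compound exposure was carried out in a genetically defined yeast strain deficient in DNA damage repair.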
# cln2 rad14 = NCI yeast anticancer drug screen, S. cerevisiae cln2 rad14 strain. growth inhibition, % at 50 µM. actives 8.3% (n = 78,000). AID 165;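 note: 0% = growth of vehicle-only cultures of the same strain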
#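 Yeast carrying cln2 and rad14 alterations (cell cycle control and DNA damage repair) were exposed to compounds. Growth inhibition was measured against vehicle-treated controls.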
# yeast mec2-1 = NCI yeast anticancer drug screen, S. cerevisiae mec2-1 strain; growth inhibition, % at 50 µM; actives 9% (n = 79,000);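 note: 0% = growth of vehicle-only cultures of the same strain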
#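 Each compound was tested on mec2-1 yeast, a strain altered in DNA damage repair or cell cycle control. Growth inhibition is reported relative to vehicle.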
# bub3 = NCI yeast anticancer drug screen, S. cerevisiae bub3 mutant strain; growth inhibition, % at 50 µM; actives 9.9% (n = 78,000); AID 167;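 note: 0% = growth of vehicle-only cultures of the same strain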
#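 Mutant yeast screening strain plus compound; vehicle-treated cultures serve as the 0% inhibition reference.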
# yeast mlh1 rad18 = NCI yeast anticancer drug screen, S. cerevisiae mlh1 rad18 strain. % growth inhibition at 50 µM. actives 11% (n = 79,000). AID 175;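 note: 0% = growth of vehicle-only cultures of the same strain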
#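 Cells of a genetically altered yeast strain, deficient in DNA damage repair, were treated with compound. Their growth was then compared with that of vehicle-treated cultures to give inhibition.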
# Starred values were filed as active, the others as inactive; . = no result given; & = joins results of further samples. Cut-off read from the data, not from the text of the source: active = growth inhibition above about 70%; inactive = the rest. An excerpt; rates above refer to the full screens.
# Every second line gives: sgs1 mgt1	rad50	cln2 rad14	yeast mec2-1	bub3	yeast mlh1 rad18
- CN(C)CCN1C(=O)Cc2ccccc2C1=O
    -0.5	-10.8	9.7	-7.2	8.2	2.1
- CC(C)NC(=O)C(Cl)CCl (stereo not drawn)
    18.3	13.7	11.5	8.9	2.8	6.7
- N#CC(C#N)=Cc1ccc(Cl)c(Cl)c1
    8.3	-1.9	-12.1	-18.9	-0.7	31.6
- COc1ccc2c3c1OC1C(Oc4nnnn4-c4ccccc4)C=CC4C(C2)N(C)CCC341 (stereo not drawn)
    13.5	39.2	21.6	5.5	-5.8	12.5
- CCC(NC1=NCCO1)c1cccs1 (stereo not drawn)
    33.8	29.1	-17.0	-15.8	22.2	-5.5
- NCCCN1CCN(c2ccccc2)CC1
    -12.6	-0.5	26.0	-30.2	-28.6	-39.5
- C=CC(N)=O (tested in a mixture with another compound)
    8.2	1.1	0.4	-7.1	15.8	2.2
- CC(=O)OCC1OC(OC(C)=O)C(N(CCCl)CCCl)C(OC(C)=O)C1OC(C)=O (stereo not drawn)
    6.8	2.2	23.9	7.0	-2.2	-33.6
- CCOP(=O)(OCC)Oc1ccc([N+](=O)[O-])c(CC)c1
    -0.3	-2.5	3.5	-3.5	18.5	-8.2
- O=[N+]([O-])c1ccc2nc(-c3ccc(S(=O)(=O)F)cc3)cc(Cl)c2c1
    4.5	-19.1	-12.4	16.9	13.3	-9.9
- CO[C@@]12[C@@H]3N[C@@H]3CN1C1=C(C(=O)C(N3CCOCC3)=C(C)C1=O)[C@@H]2COC(N)=O
    -3.4	11.6	18.8	11.9	12.4	-29.1
- COC(=O)[C@H]1[C@@H](O)[C@@]2(O)c3c(OC)cc(OC)cc3O[C@@]2(c2ccc3c(c2)OCO3)[C@@H]1c1ccccc1
    91.0*	89.0*	90.2*	92.5*	88.2*	92.2*
- Oc1ccccc1C=NC1CCCCC1N=Cc1ccccc1O.[Ni] (stereo not drawn)
    7.9	18.7	-8.6	4.0	-0.6	-10.4
- CC(CNN=C(N)N)NN=C(N)N (stereo not drawn)
    6.1	-8.7	-39.0	-5.0	-14.8	-8.0
- CC1(C)OC2(C)CCC1C1C2N1C(=O)c1ccccc1 (stereo not drawn)
    5.2	0.8	5.0	-9.8	19.2	-6.2

# Ordered by molar mass (rising): some entries from above
# Every second line gives: sgs1 mgt1	rad50	cln2 rad14	yeast mec2-1	bub3	yeast mlh1 rad18
- NCCCN1CCN(c2ccccc2)CC1
    -12.6	-0.5	26.0	-30.2	-28.6	-39.5
- CN(C)CCN1C(=O)Cc2ccccc2C1=O
    -0.5	-10.8	9.7	-7.2	8.2	2.1
- COC(=O)[C@H]1[C@@H](O)[C@@]2(O)c3c(OC)cc(OC)cc3O[C@@]2(c2ccc3c(c2)OCO3)[C@@H]1c1ccccc1
    91.0*	89.0*	90.2*	92.5*	88.2*	92.2*

# Fetched by structure from the list above, six records:
# Every second line gives: sgs1 mgt1	rad50	cln2 rad14	yeast mec2-1	bub3	yeast mlh1 rad18
- CN(C)CCN1C(=O)Cc2ccccc2C1=O
    -0.5	-10.8	9.7	-7.2	8.2	2.1
- O=[N+]([O-])c1ccc2nc(-c3ccc(S(=O)(=O)F)cc3)cc(Cl)c2c1
    4.5	-19.1	-12.4	16.9	13.3	-9.9
- C=CC(N)=O (tested in a mixture with another compound)
    8.2	1.1	0.4	-7.1	15.8	2.2
- COC(=O)[C@H]1[C@@H](O)[C@@]2(O)c3c(OC)cc(OC)cc3O[C@@]2(c2ccc3c(c2)OCO3)[C@@H]1c1ccccc1
    91.0*	89.0*	90.2*	92.5*	88.2*	92.2*
- CC1(C)OC2(C)CCC1C1C2N1C(=O)c1ccccc1 (stereo not drawn)
    5.2	0.8	5.0	-9.8	19.2	-6.2
- CCOP(=O)(OCC)Oc1ccc([N+](=O)[O-])c(CC)c1
    -0.3	-2.5	3.5	-3.5	18.5	-8.2

# Further records.
# Every second line gives: sgs1 mgt1	rad50	cln2 rad14	yeast mec2-1	bub3	yeast mlh1 rad18
- COCC#CCN(C)C
    -13.8	-7.8	2.9	-8.3	9.9	-9.4
- O=C([CH-]C(=O)c1ccccc1)c1ccccc1.O=C([CH-]C(=O)c1ccccc1)c1ccccc1.O=C([CH-]C(=O)c1ccccc1)c1ccccc1.[Cl-].[Zr+4]
    86.7*	87.5*	.	67.3	89.7*	87.8*
- O=C(Nc1c(O)[nH]c(=S)[nH]c1=O)c1ccc2ccccc2n1
    3.0	-4.8	7.5	-1.8	-2.5	-3.4
- CCOC(=O)N=C=O
    -15.7	-17.8	11.9	4.7	-3.1	-1.9
- NCCN.O=C([O-])C(=O)[O-].O=C([O-])C(=O)[O-].[Co+3].[K+]
    10.2	0.2	16.8	-8.5	5.1	-2.4
- CSCCC(N)C(=O)O (stereo not drawn)
    -7.7&-6.0	-3.4&-50.4	-1.0&-27.8	-25.1&9.6	-11.6&32.4	-2.6&-102.8
- CCOP(=O)(OCC)N1C(C)C1C (stereo not drawn)
    17.6	-0.1	-8.3	2.8	4.2	-4.8
- CCCCCOC(=O)c1ccccc1C(=O)OCCCCC
    -14.2	44.6	-87.2	64.3	59.3	68.5
- Oc1ccccc1/C=N/C(O)C(Cl)(Cl)Cl (stereo not drawn)
    34.9	30.2	41.3	31.6	48.1	30.6
- O=C(Nc1ccccc1)OC(C[N+](=O)[O-])C(Cl)(Cl)Cl (stereo not drawn)
    99.1*	99.3*	42.6	95.8*	99.2*	99.2*
- O=[N+]([O-])c1cc([N+](=O)[O-])c2cccnc2c1O
    97.5*	98.6*	94.3*	98.3*	98.0*	96.8*
- Cc1cc(OC(=O)N(CCCl)CCCl)c(C(C)C)cc1N=O
    78.5*	97.3*	97.2*	97.5*	18.8	97.7*
- C1CCC(N([P-]P([P-]N(C2CCCCC2)C2CCCCC2)N(C2CCCCC2)C2CCCCC2)C2CCCCC2)CC1.[C-]#[O+].[C-]#[O+].[C-]#[O+].[C-]#[O+].[C-]#[O+].[C-]#[O+].[Fe].[Fe] (stereo not drawn)
    -23.2	-20.7	-8.1	-28.1	2.2	-24.4
- C[C@]12CCC(N3CCCC3)CC1=CC[C@@H]1[C@@H]2CC[C@]2(C)C(O)[C@H](n3ccnc3)C[C@@H]12 (stereo partly drawn)
    -33.9	8.0	6.0	-7.2	-42.1	-46.0
- CCC1(C(C)C)C(=O)NC(=S)N(C)C1=O (stereo not drawn)
    2.9	29.6	2.9	-5.5	0.9	12.8
- CCOP(N)(=O)SC (stereo not drawn)
    -11.8	-11.1	-12.8	8.0	-7.5	23.6
- O=C1NC(=O)C(Cc2cccc(OCc3ccccc3)c2)C(=O)N1
    -1.6	20.1	5.1	2.2	0.1	-52.0
- CC1=C[C@H]2O[C@@H]3[C@H](O)[C@@H](O)[C@](C)(C2(COC(=O)CCl)CC1)[C@@]31CO1 (stereo partly drawn)
    87.7*	87.0*	90.2*	89.7*	88.5*	.
- c1ccc(CN2CCC3(CCNCC3)CC2)cc1
    -1.1	10.1	-3.0	4.6	7.5	-0.9
- CNC(Cc1ccccc1)c1cccc(OC)c1O (stereo not drawn)
    -53.6	-7.5	-28.4	-25.6	-14.2	-10.8
- O=S(=O)(c1ccccc1)N1CC1CI (stereo not drawn)
    13.9	3.5	10.6	2.7	7.9	1.8
- O=[N+]([O-])c1ccc(Br)c([N+](=O)[O-])c1
    99.2*	99.0*	98.3*	99.4*	98.9*	99.2*
- CC(=O)NC(CSC(c1ccccc1)c1ccccc1)C(C)=O (stereo not drawn)
    0.0	-0.8	-6.5	4.2	24.7	3.5
- O=[N+]([O-])c1ccc(-n2nc3ccc4c(no[n+]4[O-])c3[n+]2[O-])c([N+](=O)[O-])c1
    70.5*	30.4	9.9	9.9	66.7	-13.2
- CCN1C(=O)NC(=O)C(C)(N2CCCCC2)C1=O (stereo not drawn)
    25.9	13.4	15.2	5.3	10.7	28.7
- CC(C)(C)OOC(=O)/C=C\C(=O)OOC(C)(C)C
    8.6	5.0	75.3*	-15.1	9.7	-12.7
- Cc1nc(N)sc1S(=O)(=O)F
    -21.6	-41.9	-14.1	-29.7	-29.4	-5.2
- CC(=O)O[C@@]12CO[C@@H]1CC(O)[C@@]1(C)C(=O)[C@H](O)C3=C(C)C(O)C[C@@](O)(C(OC(=O)c4ccccc4)C12)C3(C)C (stereo partly drawn)
    -12.3	-12.8	-5.9	-28.4	-29.4	-8.7
- COCC(C)OC(=O)Cc1ccccc1 (stereo not drawn)
    -8.6	-10.9	-85.6	-8.2	-49.1	-31.1
- CC(CN)c1c[nH]c2ccc(F)cc12 (stereo not drawn)
    -26.8	-16.9	4.5	-14.6	-2.0	-24.8
- CC(=O)Nc1cccc([As+](C)(C)C)c1
    -2.8	14.3	-22.2	9.8	-3.4	16.9
- CC(=O)[O-].[Ni].c1ccc(/C(=N\Nc2ccccn2)c2ccccn2)cc1
    4.2	19.8	-3.7	3.1	-4.6	18.6
- C[C@H](O)CCC(=O)c1ccoc1
    -22.1	-5.7	6.2	-2.6	-22.1	-14.1
- CCC(CCl)NC(CC(C)C)CC(C)C (stereo not drawn)
    -6.8	-1.9	-10.5	3.0	-4.7	-10.8
- ClCc1cccc2ccccc12
    -26.1	-28.7	-6.0	-4.7	-7.6	-39.0
- COc1cc2c(cc1OC)[C@@H]1C(=O)c3ccc4c(c3O[C@@H]1CO2)C[C@H](C(C)C)O4
    -1.4	-11.2	-9.2	-40.2	-33.6	7.2
- CCCc1ccc(CCN)cc1
    -15.1	-8.6	-9.4	-9.0	-2.3	-23.2
- COC12CC3(C)C(C4=CC(=O)OC4)CCC3(O)C3CCC4=CC(=O)CCC4(CO1)C32 (stereo not drawn)
    -11.4	-1.9	15.8	-10.2	-16.9	6.6
- COc1cc(C2c3cc4c(cc3C(O)[C@H]3COC(=O)[C@@H]23)OCO4)cc(OC)c1O (stereo partly drawn)
    -28.8	-36.4	16.6	-28.7	6.5	-7.9
- COC1NC(=O)NC(=O)C1=[N+]=[N-] (stereo not drawn)
    1.3	31.6	27.6	9.2	-17.7	21.9
- Cc1ccc(Oc2ccc3c(c2)CN(C)CC3)cc1
    96.8*	93.8*	74.5*	90.5*	96.6*	95.7*
- CC1(C(=O)O)CCCC2(C)c3cc(O)ccc3CCC12 (stereo not drawn)
    46.4	18.4	52.4	13.0	41.9	42.5
- Cc1ccccc1-n1c(C)nc2ccccc2c1=O
    -1.4	-29.3	11.6	-30.7	1.5	-20.7
- C1=C(c2ccccc2)CCN(C2(c3ccccc3)CCCCC2)C1
    -4.2	-5.6	-33.5	0.8	16.5	9.3
- O=C(COc1cccc(Cl)c1)NCc1ccccc1NC(=O)c1ccc(S(=O)(=O)F)cc1
    95.2*	95.2*	89.9*	84.3*	90.5*	95.8*
- C=CCc1cc(C=C(C#N)C#N)cc(OC)c1O
    10.7	-0.1	23.1	-2.9	9.1	11.7
- O=C(Nc1ccc(S(=O)(=O)F)cc1)/C(=C/c1ccc([N+](=O)[O-])cc1)CCc1ccccc1
    46.0	59.5	68.4	49.2	66.8	66.2
- CCOP(=O)(OCC)/C(C#N)=C/c1cccs1
    -15.2	0.5	-15.8	-35.2	-41.8	-13.7
- O=[N+]([O-])NC1=NCCN1CCCl
    -4.6	-17.2	-25.1	-13.6	-12.6	9.2
- CCC[CH2][Sn]([Cl])([CH2]Cl)[CH2]CCC
    99.4*	99.0*	99.3*	99.2*	99.3*	99.2*
- NC(=S)Nc1ccccc1
    -24.4	9.8	-11.1	-18.0	8.7	5.6
- CC(C)N1COC2Cc3ccccc3CC21 (stereo not drawn)
    -29.0	-7.2	10.1	1.6	-20.2	-16.9
- Cc1ccccc1NC(N)=S
    -8.2	27.6	1.6	9.2	5.4	15.7
- C[N+](C)(C)c1ccc(/C=C/[N+](=O)[O-])cc1
    19.7	14.4	-10.1	26.3	24.9	8.0
- CN1C2CCC1CC(O)(c1ccc(Cl)cc1)C2 (stereo not drawn)
    16.6	26.1	16.1	16.4	30.4	28.1
- CN(C)c1ccc(C=C2C(=O)NC(=O)NC2=O)cc1
    19.1	37.9	14.4	-16.4	14.8	9.7
- O=c1c([Se]c2coc3ccccc3c2=O)coc2ccccc12
    -3.0	36.1	-13.8	-8.0	-17.2	9.8
- COc1ccc(/C=C/C(=O)OC2CC34CCNC35CC(OC5(OC)C2OC)c2ccc(OC)c(O)c24)cc1O (stereo not drawn)
    5.3&-15.3	3.3&10.8	11.2&-6.0	-16.9&16.9	7.9&-3.6	-34.6&-54.4
- N#Cc1ccncc1
    23.9	22.3	-3.8	-24.1	7.3	16.0
- CCOc1ccccc1C=C(C#N)C#N
    19.1	-2.2	12.2	6.0	1.8	-4.2
- N#Cc1c(Cl)cccc1Cl
    -4.1	5.1	6.8	-12.3	-10.2	1.4
